High-throughput results: PubChem BioAssay, several laboratories
Anthrax LF prot = Bacillus anthracis LF protease inhibitors, primary screen, biochemical, multiplex microsphere, MLPCN library; Lethal factor (Bacillus anthracis), P15917; multiplex microsphere protease cleavage assay; inhibition, % at 10 µM; 0.12% of 360,000 active; AID 588501, 2011; note: plate controls were buffer without enzyme for full effect and enzyme alone for no effect
Target sequence (P15917 whole entry, looked up): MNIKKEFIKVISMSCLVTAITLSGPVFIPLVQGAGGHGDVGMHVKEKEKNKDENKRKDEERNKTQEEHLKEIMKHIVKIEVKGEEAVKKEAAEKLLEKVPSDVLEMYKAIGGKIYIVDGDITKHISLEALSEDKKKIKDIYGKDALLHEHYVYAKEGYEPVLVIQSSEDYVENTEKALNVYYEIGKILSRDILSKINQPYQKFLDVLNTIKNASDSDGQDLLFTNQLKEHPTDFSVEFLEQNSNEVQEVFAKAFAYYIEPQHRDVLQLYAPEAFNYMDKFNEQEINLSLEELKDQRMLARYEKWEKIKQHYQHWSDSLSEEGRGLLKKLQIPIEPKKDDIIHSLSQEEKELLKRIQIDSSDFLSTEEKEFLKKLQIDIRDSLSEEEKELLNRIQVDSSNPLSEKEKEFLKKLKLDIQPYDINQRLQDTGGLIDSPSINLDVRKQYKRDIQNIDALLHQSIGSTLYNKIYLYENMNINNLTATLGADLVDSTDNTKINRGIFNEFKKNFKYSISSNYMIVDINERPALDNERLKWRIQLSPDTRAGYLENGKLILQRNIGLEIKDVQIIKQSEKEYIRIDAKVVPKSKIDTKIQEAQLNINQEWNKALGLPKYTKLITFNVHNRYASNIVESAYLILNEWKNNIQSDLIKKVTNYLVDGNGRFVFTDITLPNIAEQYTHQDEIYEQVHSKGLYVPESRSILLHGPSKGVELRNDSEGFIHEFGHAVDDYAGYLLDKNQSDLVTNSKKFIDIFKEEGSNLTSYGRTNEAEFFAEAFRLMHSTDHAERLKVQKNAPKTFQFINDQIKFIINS
GDH-TPI counter = GDH-TPI coupling enzyme inhibitors, primary screen, artefact control for M. tuberculosis FBA inhibitor project, biochemical, absorbance, full deck; GDH-TPI coupled enzyme counterscreen, NADH absorbance; inhibition, % at 4.8 µM; 1.2% of 360,000 active; in the data active = inhibition above about 30%;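 note: 0% = DMSO wells and 100% = wells lacking the enzyme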
BoNT-A LC inh2 = BoNT/A light chain protease inhibitors, primary screen, biochemical, flow cytometry, MLPCN library. Botulinum neurotoxin type A light chain protease (Clostridium botulinum A str. ATCC 3502). 0.17% of 360,000 active. inhibition, % at 10 µM. multiplex microsphere protease substrate cleavage; note: plate controls were buffer without enzyme for full effect and enzyme alone for no effect
UGM FP inh = M. tuberculosis UGM enzyme inhibitors, primary screen, biochemical, fluorescence polarization, single point | UDP-galactopyranose mutase (Mycobacterium tuberculosis (strain ATCC 25618 / H37Rv)), … | AID 504406, 2011 | 0.06% of 320,000 active | inhibition, % at 10 µM | purified UGM, fluorescence polarization probe displacement; in the data active = inhibition above about 10%, passing the limit was not always enough; inconclusive = no clear call, values can overlap the other calls
PfHsp40 yeast = rescue of yeast from PfHsp40 toxicity, primary screen, S. cerevisiae, ATP luminescence; S. cerevisiae expressing PfHsp40, growth rescue; growth rescue, % at 12.5 µM; 0.68% of 340,000 active; in the data active = growth rescue above about 28%, passing the limit was not always enough; inconclusive = no clear call, values can overlap the other calls;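 note: yeast W303a lacking pdr1 and pdr3 grown in galactose medium; growth measured after three days at 30 °C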
FBA Mtb inh = Mtb FBA enzyme inhibitors, primary screen, biochemical, fluorescence, strain H37Rv; 2.3% of 360,000 active; purified M. tuberculosis FBA, fluorescence read-out; inhibition, % at 1 µM; AID 588726, 2011; Fructose-bisphosphate aldolase (Mycobacterium tuberculosis (strain ATCC 25618 / H37Rv)), …; in the data active = inhibition above about 27%;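 note: 0% = vehicle and 100% = reference inhibitor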
FadD28 binding = inhibitors of FadD28 bisubstrate probe binding, primary screen, biochemical, fluorescence polarization, single point. Mycobacterium tuberculosis FadD28 fatty-acid-AMP ligase. inhibition, % at 12.5 µM. 0.22% of 360,000 active; in the data active = inhibition above about 8.5%, passing the limit was not always enough; inconclusive = no clear call, values can overlap the other calls
Mtb BioA inh = M. tuberculosis BioA enzyme inhibitors, primary screen, biochemical, plate reader, single point, HTS; purified M. tuberculosis BioA enzyme; 0.096% of 360,000 active; inhibition, % at 9.99 µM; in the data active = inhibition above about 40%; inconclusive = no clear call, values can overlap the other calls
BoNT F protease = BoNT/F light chain protease inhibitors, primary screen, biochemical, flow cytometry, MLPCN library. 0.22% of 360,000 active. Botulinum neurotoxin type F light chain protease (Clostridium botulinum). Multiplex microsphere protease cleavage assay. inhibition, % at 10 µM; in the data active = inhibition above about 35%, passing the limit was not always enough; inconclusive = no clear call, values can overlap the other calls; note: plate controls were buffer without enzyme for full effect and enzyme alone for no effect
An asterisk follows results filed as active; ? = inconclusive; / = no result given. Cut-off read from the data, not from the text of the source, unless noted: active = inhibition above about 30%; inconclusive = no clear call, values can overlap the other calls; inactive = below that.

canonical_smiles	BoNT-A LC inh2	FBA Mtb inh	BoNT F protease	FadD28 binding	Anthrax LF prot	Mtb BioA inh	UGM FP inh	GDH-TPI counter	PfHsp40 yeast
CCC(Sc1ncccn1)C(=O)Nc1cc(C)on1 (configuration not stated)	-1.8	0	-35	-1.5	0	0.8	1.3	5	-0.2
COc1ccc(CN2CCC2(C)C(=O)Nc2ccc(OC)c(OC)c2)cc1 (configuration not stated)	-0.5	4	-7	-1.6	-7	-1.2	/	14	/
O=C(Nc1nc(-c2ccc(Cl)cc2)cs1)c1cccnc1	0.8	-8	10	-4.5	-2	0.9	-3.1	3	-0.7
COCCN(Cc1cc2cc3c(cc2n2nnnc12)OCO3)C(=O)c1ccccc1F	0.8	-2	4	-1.4	2	/	5.9	6	-0.4
Cc1ccc(C(=O)COC(=O)Cc2ccccc2)cc1	-3.3	0	-18	0.4	-6	-0.7	2.1	0	-0.4
CCCn1c2ccccc2c2cn[nH]c(=O)c21	0.8	5	-30	1.2	0	-0.1	-2.9	5	2.1
CC(C)c1ccc(C2NC(=S)NC3=C2C(=O)CCC3)cc1 (configuration not stated)	0.2	0	3	-1.7	-3	/	1.0	4	-1.6
COc1ccccc1NC(=O)Nc1nc(CC(=O)Nc2ccc(F)cc2)cs1	/	-1	/	-6.9	/	0.7	2.9	-12	0.0
Cc1nnc(SCC(=O)Nc2sc3c(c2C(N)=O)CCC(C)C3)[nH]c1=O (configuration not stated)	-5.7	0	-6	/	3	-0.7	0.4	1	0.4
CN(C(=O)c1cccc(NC(=O)Cc2cccc(NC(=O)C3CCCN(C(=O)C4CCCCC4)C3)c2)c1)C1CCC1 (configuration not stated)	-0.2	-2	-2	-3.7	-4	1.6	/	6	-0.1
COC(=O)c1sccc1NC(=O)c1ccc(OC)c(OC)c1	0.0	4	-39	0.6	0	-0.7	3.3	25	-1.0
Nc1nc2ccccc2cc1-c1cccs1	-2.2	69*	5	-1.6	-14	0.9	0.9	1	-1.1
Cc1ccc(CN2CCN(/N=C/c3ccc(Cl)c([N+](=O)[O-])c3)CC2)cc1	-1.3	-1	2	-3.1	-1	-1.2	-0.1	6	1.2
Cc1ccc2c(c1)C(c1ccccc1)N(C(=O)c1c(F)cccc1Cl)CC(=O)N2 (configuration not stated)	-0.5	0	17	-2.5	-8	0.3	-2.0	-1	0.2
COc1cc(C)nn1-c1ccc(Cl)cc1	-0.7	1	-5	-2.5	-3	/	-2.2	-6	0.2
Cc1ccccc1Nc1c([N+](=O)[O-])ccc2nonc12	-2.7	-8	-14	-1.2	15	3.8	3.3	22	-0.2
CC(C)(C)C(=O)Nc1cccc(-c2ncon2)c1	-1.2	0	?	-1.9	-4	-3.5	-3.2	7	1.6
O=C(CN(Cc1cccs1)C(=O)CN1C(=O)COc2ccccc21)NCc1ccco1	7.3	2	7	0.0	-6	-1.2	-3.6	3	-0.2
N=c1c(S(=O)(=O)c2ccccc2)cc2c(=O)n3ccccc3nc2n1C1CCCC1	-3.9	7	-19	-1.9	-4	/	2.5	9	-0.6
O=C(COC(=O)C1CCN(c2ccc(C(F)(F)F)cn2)CC1)NCc1ccc(Cl)cc1Cl	-2.3	-1	-9	-3.6	-4	-1.8	1.5	3	0.1
CCc1[nH]c(C(=O)O)c(C)c1C(=O)OC	-0.3	7	0	0.2	4	-1.6	1.5	20	-1.0
O=C(COc1ccc2c(C(F)(F)F)cc(=O)oc2c1)Nc1ccc(N2CCOCC2)cc1	0.4	0	0	-2.7	-2	/	-2.6	0	-0.3
CC(=O)Nc1ccc(NC(=O)C(C)OC(=O)CCC2CCCCC2)cc1 (configuration not stated)	0.5	-2	0	-4.2	-4	-1.0	1.2	-4	0.7
N#CC1(NC(=O)COC(=O)c2cc([N+](=O)[O-])ccc2N2CCOCC2)CCCCC1	1.6	1	-2	0.8	-2	/	1.5	9	/
O=C(OCc1cn([C@@H]2C[C@H](c3ccc(Cl)cc3)N(C(=O)C3CCCCC3)C[C@H]2O)nn1)c1ccccc1	-0.4	-2	-3	-1.9	-8	/	/	10	/
O=C(Nc1ccc(S(=O)(=O)NC2=NCCCCC2)cc1)c1ccc(=O)[nH]c1	0.3	-3	-2	1.4	-1	-4.1	-0.9	0	0.4
COC(=O)c1cccc(N2CCCC2=O)c1	-0.7	8	0	-2.8	-4	1.5	0.6	8	-0.9
COc1ccc(CNc2nc3nc(C)cc(C)n3n2)cc1OC	?	-2	0	-1.6	?	/	-0.3	13	-1.5
COc1ccc(Cc2cc(NCc3ccccc3)c3ncn(C(C)C)c3c2)cc1	-0.1	3	5	0.6	-2	0.0	-2.9	0	-0.3
O=C(NCP(=O)(Oc1ccccc1)Oc1ccccc1)OCc1ccccc1	-0.3	0	1	-1.5	-6	/	/	/	/

Looked up above:
Reading of `O=C(Nc1nc(-c2ccc(Cl)cc2)cs1)c1cccnc1` in UGM FP inh: -3.1
Reading of `COc1ccc(CNc2nc3nc(C)cc(C)n3n2)cc1OC` in GDH-TPI counter: 13

Profiles, quoted from the list. Values in the order: BoNT-A LC inh2, FBA Mtb inh, BoNT F protease, FadD28 binding, Anthrax LF prot, Mtb BioA inh, UGM FP inh, GDH-TPI counter, PfHsp40 yeast
`O=C(OCc1cn([C@@H]2C[C@H](c3ccc(Cl)cc3)N(C(=O)C3CCCCC3)C[C@H]2O)nn1)c1ccccc1` as listed: -0.4, -2, -3, -1.9, -8, /, /, 10, /
`Cc1ccc(C(=O)COC(=O)Cc2ccccc2)cc1` as listed: -3.3, 0, -18, 0.4, -6, -0.7, 2.1, 0, -0.4

New compounds follow.
canonical_smiles	BoNT-A LC inh2	FBA Mtb inh	BoNT F protease	FadD28 binding	Anthrax LF prot	Mtb BioA inh	UGM FP inh	GDH-TPI counter	PfHsp40 yeast
CCc1ccc2c(c1)cc(CN(C(=S)Nc1ccccc1Cl)C1CC1)c1nnnn12	-0.2	1	-3	0.3	5	-6.7	1.4	3	-0.9
COc1ccc(OC)c(C2C3=C(N=c4s/c(=C\c5cccc(O)c5)c(=O)n42)c2ccccc2CC3)c1 (configuration not stated)	4.5	-1	-4	-2.7	1	/	-0.2	23	-0.8
COc1ccc2c(c1)CCc1cnoc1-2	0.2	7	1	-0.5	2	0.3	/	-4	0.3
CCn1nc(C(=O)Nc2ccccc2N2CCCC2)c2ccccc2c1=O	2.5	-3	1	-3.2	-1	-1.0	0.9	3	0.2
CCOc1ccc(S(=O)(=O)N(CC(=O)NCc2ccncc2)c2ccc(C)cc2)cc1	0.3	-1	4	-2.9	-1	0.9	1.2	-10	-0.4
N/C(=N\OC(=O)COc1ccc2ccccc2c1)c1cccnc1	-0.6	1	0	-0.8	0	-0.6	-0.1	6	-0.1
O=C(Cc1ccc(NC(=O)C2CCCN(C(=O)C3CC3)C2)cc1)Nc1cccc(C(=O)N2CCCC2)c1 (configuration not stated)	-0.3	-1	-5	-3.1	-3	-0.1	/	-4	0.6
COc1ccc(OCC(=O)O/N=C(\N)Cc2ccc(Cl)cc2Cl)cc1	0.0	3	5	-1.0	0	1.7	-3.0	5	0.2
CSc1nnc(-c2nnc(SC)n2-c2ccccc2)n1-c1ccccc1	0.0	0	0	-0.3	-1	-0.2	0.9	6	1.1
Cc1ccn2cc(C(=O)Nc3ccccc3N3CCOCC3)nc2c1	0.0	1	0	-0.2	-3	-2.0	-2.4	10	2.1
CC(=O)Nc1cc(S(=O)(=O)C(F)(F)F)ccc1Cl	0.0	0	-4	-2.7	2	-2.9	-2.7	11	-0.8
C=C(C)Cn1c(N2CCC(Cc3ccccc3)CC2)nc2c1c(=O)[nH]c(=O)n2C	-1.2	0	2	-0.7	-2	0.0	-0.4	4	-1.0
CC1CN(C(=O)COC(=O)c2cccc(NS(=O)(=O)c3ccccc3)c2)CC(C)O1 (configuration not stated)	2.7	3	-2	-1.0	-1	-0.7	-1.1	8	0.2
C1=C(c2ccco2)N2CCN=C2S1	-2.7	2	?	2.3	-1	-0.3	1.0	1	-0.1
Fc1ccccc1Cc1noc(CN2CCN(C/C=C/c3ccccc3)CC2)n1	-0.2	2	0	-2.2	0	-1.3	-3.1	5	-0.4
COc1ccc(Cn2nnc3c(=O)[nH]c(C4CCN(C(=O)c5ccccc5Cl)CC4)nc32)cc1	-0.2	-1	-7	-1.4	2	4.9	2.3	12	-0.6
CNS(=O)(=O)c1cn(CC(=O)NCc2ccc(OC)cc2)cc1S(=O)(=O)NC	-0.7	1	-5	/	2	-1.0	0.4	-1	-3.2
COc1cc2[nH]c(=S)nc(NCc3ccccc3)c2cc1OC	-2.0	1	-21	0.8	-7	-0.4	-1.1	5	-0.4
Cc1cc(C(=O)c2ccccc2)c(NC(=O)CCl)s1	-0.4	-3	-3	-3.3	-2	/	-0.4	6	3.4
NNC(=O)C1CC1c1ccccc1 (configuration not stated)	-1.0	-2	-8	-1.7	-6	-0.8	-0.7	8	-0.6
CC1CN(C(=O)COC(=O)CSc2ccc([N+](=O)[O-])cc2)CC(C)O1 (configuration not stated)	/	-2	/	-2.2	/	-1.1	/	25	-1.6
CC(C)(C)C(=O)C(Cc1ccccc1)n1cncn1 (configuration not stated)	0.9	3	20	-1.9	3	0.5	-0.8	-3	0.6
Cn1nc(NC(=O)C(F)(F)F)c2nccnc21	0.1	2	4	-1.8	3	-0.3	/	14	/
COc1cc(/C=C2\SC(N)=NC2=O)cc(Br)c1O	/	-18	/	-3.3	/	2.8	-0.5	13	0.5
CCSc1nnc(NC(=O)Nc2cccc(C)c2)s1	-0.1	2	-1	-0.4	4	/	1.0	3	0.4
COc1cccc(CNc2nc3ccccc3n2CCN2CCCCC2)c1OC	1.0	3	-13	0.5	-2	-0.1	-0.2	10	0.2
O=S1(=O)CC(N2CCCC2)CN1C1CCCCC1 (configuration not stated)	0.5	5	1	-0.1	-6	0.4	/	/	/
CC(C)CCC(C)NC(=O)Cc1ccc(S(=O)(=O)N2CCOCC2)s1 (configuration not stated)	1.0	0	0	-2.4	-4	2.5	-0.9	-4	-2.1
